Assay outcomes (PubChem BioAssay)
RORgamma inh – blocks mouse ROR gamma transcriptional activity | P51450 | Drosophila S2 Gal4-RORgamma UAS-luciferase reporter, 20 h | Potency, µM (highest dose often 53.6 µM), for inactives: at the top dose activity change, negative = inhibition, usual class: inhibitors | actives 5.4% (n = 310,000) | AID 2551; also: potency is read from the fitted curve at half-maximal effect; % is scaled to controls: 0 for no effect and ±100 for the full control effect; nearly all actives have a fitted effect of over 60% in size
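Drosophila S2 cells stably expressing Gal4-DBD/mouse RORγ fusion under metallothionein promoter plus UAS-luciferase; compound 1 h, then 700 uM CuSO4 induction for 20 h at ambient temperature; inhibition read as reduced luminescence.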
NPC1 promoter act – activators of NPC1 promoter | Huh7 NPC1 promoter luciferase reporter, 24 h | Potency, µM (top dose mostly 9.22 µM), for the others: at the highest dose activation, hits mostly activators | actives 2.4% (n = 320,000) | AID 485313;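 also: potency is read from the fitted curve at half-maximal effect; % of control where 0% means no effect; nearly all actives have a fitted effect of over 60% in size; reporter is driven by a mutant NPC1 promoter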
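Readout is luciferase luminescence, reflecting NPC1 promoter activation in stably transfected Huh7 cells after 24 h compound exposure at 37 °C in reduced-serum medium with 10% FBS.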
p53 reactivator – re-activators of mutant p53; H1299 p53-A138V BP100-luciferase reporter, luminescence, 24 h; Potency, µM (titrated, usually from 92.2 µM), for the others: at the top dose activity change, positive = activation, hits mostly activators; actives 0.063% (n = 320,000); AID 504706; also: potency is read from the fitted curve at half-maximal effect; % of control where 0% means no effect; nearly all actives have a fitted effect of over 45% in size
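H1299 (p53-null), stable ts p53-A138V + BP100-Luc; 1000 cells/well, Opti-MEM/10% FBS; cpd 4 pt, 1:5; 24 h, 37 deg C, 5% CO2; detection reagent 10 min RT; luminescence.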
Giardia kill – Giardia lamblia killing; Giardia lamblia trophozoite viability; activity change, % at 7.66 µM, hits read low; AID 540267; actives 0.15% (n = 340,000); in the data active = activity change below about -80%; inconclusive = between about -30% and that limit;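 also: parasites exposed to compound for two days anaerobically before the ATP read; % is scaled to controls: 0 for no effect and ±100 for the full control effect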
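Giardia trophozoites, 100 cells per well, were exposed to compounds for 48 hrs at 37 deg C under anaerobic conditions; viability was then read as ATP content by bioluminescence after 15-30 min at room temperature.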
Rab9 prom act – activators of Rab9 promoter; Potency, µM (top dose mostly 9.22 µM), without a hit: at the top dose activation, negative = inhibition, most hits filed as activators; actives 2.8% (n = 320,000); Huh7 Rab9 promoter-luciferase reporter, luminescence, 24 h; also: potency is read from the fitted curve at half-maximal effect; % of control where 0% means no effect; nearly all actives have a fitted effect of over 60% in size
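Huh7 reporter line, Rab9 promoter upstream of luciferase. Compound exposure 24 h at 37 °C in reduced-serum medium with 10% FBS. Read-out: luminescence.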
BRCA1 expr act – increases BRCA1 expression; MCF7-BRCA1-FFLuc reporter, luminescence, 48 h; response scale: scaled: vehicle 0%, 10 µM genistein 100%; Potency, µM (series often up to 46.1 µM), without a hit: top-dose activation, actives largely listed as activators; actives 1.1% (n = 380,000); also: potency is read from the fitted curve at half-maximal effect; nearly all actives have a fitted effect of over 80% in size; some results filed as inactive show a strong effect at the top dose
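Cells: MCF7-BRCA1-FFLuc, 2000/well. Exposure: 48 h, 37 °C, 5% CO2. Read: luminescence, 15 min post-substrate. Controls: genistein 10 microM (maximal activation), DMSO (neutral).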
VP16 counter – counter-screen for ROR gamma inhibitors: Gal4-VP16 reporter | Drosophila S2 Gal4-VP16 UAS-luciferase, luminescence, 20 h | Potency, µM (series often up to 53.6 µM), for the others: at the top dose activity, negative = inhibition, hits mostly inhibitors | actives 3.5% (n = 310,000) | AID 2546;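 also: Gal4-VP16 expression switched on by copper sulfate through the metallothionein promoter; potency is read from the fitted curve at half-maximal effect; % is scaled to controls: 0 for no effect and ±100 for the full control effect; nearly all actives have a fitted effect of over 50% in size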
PKM2 activator – PKM2 (human) enzyme activation; P14618; purified PKM2, Kinase-Glo ATP luminescence, activation; response scale: 0% is enzyme alone, no compound; Potency, µM (series often up to 57.5 µM), inactives show top-dose activation, usual class: activators; actives 0.34% (n = 260,000); AID 1631; also: potency is read from the fitted curve at half-maximal effect; % is scaled to controls: 0 for no effect and ±100 for the full control effect; nearly all actives have a fitted effect of over 55% in size
Target sequence (P14618 whole entry, looked up): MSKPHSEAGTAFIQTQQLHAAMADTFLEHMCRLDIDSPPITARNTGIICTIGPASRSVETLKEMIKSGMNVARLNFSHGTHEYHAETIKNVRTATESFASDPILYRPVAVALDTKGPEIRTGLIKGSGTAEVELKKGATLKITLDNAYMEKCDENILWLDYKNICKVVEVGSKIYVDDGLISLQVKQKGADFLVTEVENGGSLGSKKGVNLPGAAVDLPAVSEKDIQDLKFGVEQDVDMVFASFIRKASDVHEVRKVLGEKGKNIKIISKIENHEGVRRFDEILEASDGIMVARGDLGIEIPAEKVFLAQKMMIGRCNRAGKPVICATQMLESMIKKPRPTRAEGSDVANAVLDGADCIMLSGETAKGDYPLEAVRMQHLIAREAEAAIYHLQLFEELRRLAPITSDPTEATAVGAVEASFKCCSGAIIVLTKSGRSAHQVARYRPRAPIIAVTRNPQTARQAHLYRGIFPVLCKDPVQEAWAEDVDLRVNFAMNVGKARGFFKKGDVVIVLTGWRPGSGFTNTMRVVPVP
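Kinase-Glo luminescence reports ATP generated from ADP (0.1 mM) and PEP (0.5 mM) by purified hPK-M2 after 1 h at room temperature, pH 7.2 imidazole buffer; intermediate enzyme activity allows detecting inhibitors and activators.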
Menin MLL FP TR – menin-MLL binding inhibition, Texas Red mutant peptide. Potency, µM (doses to about 61.6 µM), without a hit: top-dose FP activity change, negative = inhibition, hits mostly inhibitors. actives 0.23% (n = 270,000). AID 1768. Menin + Texas Red MLL mutant peptide, fluorescence polarization; active = well fitted inhibition curve with a large enough effect in the polarisation, with a control signal flat, not every such curve was filed as active; inconclusive = small, poorly fitted or top-dose-only effect, or effect the other way, or a change in a side signal; inactive = no such curve, though single readings can be large or run the other way; the % refers to the polarisation; also: potency is read from the fitted curve at half-maximal effect; % of control where 0% means no effect; many of its hits are not listed in these tables
FLuc modulator – firefly luciferase modulation, counter-screen for miR-21 project. purified FLuc, Km substrates, luminescence inhibition. Potency, µM (highest dose often 57.5 µM), without a hit: top-dose activity change, negative = inhibition, actives largely listed as inhibitors. actives 6.9% (n = 360,000). AID 588342;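 also: potency is read from the fitted curve at half-maximal effect; plate controls were vehicle for no effect and reference inhibitor for full effect; nearly all actives have a fitted effect of over 55% in size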
Target sequence (P08659 whole entry, looked up): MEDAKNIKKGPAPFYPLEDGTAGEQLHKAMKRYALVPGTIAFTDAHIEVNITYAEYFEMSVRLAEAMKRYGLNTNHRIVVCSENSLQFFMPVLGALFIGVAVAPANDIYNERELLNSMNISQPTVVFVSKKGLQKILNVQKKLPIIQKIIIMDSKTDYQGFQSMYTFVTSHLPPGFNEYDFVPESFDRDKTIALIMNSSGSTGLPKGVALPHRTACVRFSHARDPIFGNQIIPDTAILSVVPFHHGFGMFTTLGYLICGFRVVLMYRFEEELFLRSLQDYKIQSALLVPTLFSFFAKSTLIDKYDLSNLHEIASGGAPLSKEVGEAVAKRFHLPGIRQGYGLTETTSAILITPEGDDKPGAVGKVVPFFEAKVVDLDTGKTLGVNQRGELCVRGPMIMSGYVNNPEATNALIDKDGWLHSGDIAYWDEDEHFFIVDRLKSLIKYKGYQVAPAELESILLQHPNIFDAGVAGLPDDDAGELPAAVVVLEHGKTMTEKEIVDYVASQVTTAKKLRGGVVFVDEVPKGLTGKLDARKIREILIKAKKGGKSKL
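Purified P. pyralis luciferase, 10 nM final, with Km-level 10 uM D-luciferin and 10 uM ATP in 50 mM Tris acetate pH 7.5, 10 mM Mg acetate, 0.01% Tween-20, 0.05% BSA; 6-point qHTS titration about 60 µM downward; luminescence read.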
ELG1 genotox – genotoxicity induction in ELG1-luciferase HEK293T cells; HEK293T ELG1-luciferase reporter, luminescence, 16 h; Potency, µM (doses to about 46 µM), for inactives: top-dose activity change, positive = activation, most hits filed as activators; actives 1.3% (n = 330,000); also: potency is read from the fitted curve at half-maximal effect; % of control where 0% means no effect; nearly all actives have a fitted effect of over 60% in size
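ELG1-luciferase HEK293T cells, 2,000/well; compound pinned in; 16 hr, 37 °C, 5% CO2; ONE-Glo, 30 min RT; luminescence on CCD imager.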
Numbers without * were called inactive; ? = inconclusive; nt = not tested or not shown; [ ] = another dose, or the depositor's remark. Unless noted, calls follow the shape of the dose curve; as a rule, active = well fitted curve in the direction sought with a large enough effect; inconclusive = small, poorly fitted or top-dose-only effect, or another doubt; inactive = no such curve, though single readings can be large; an effect the other way counts as inactive or inconclusive. This is a subset; the hit share may differ from the screen's.

SMILES	RORgamma inh	NPC1 promoter act	p53 reactivator	Giardia kill	Rab9 prom act	BRCA1 expr act	VP16 counter	PKM2 activator	Menin MLL FP TR	FLuc modulator	ELG1 genotox
CCCOc1ccc(C(=O)CCCC(=O)c2ccc(OCCC)cc2)cc1	-35.8%	9.1%	13.1%	-5.6	-0.1%	6.7%	-5.8%	0.5%	-3.4%	-8.2%	-0.3%
C=CCn1c(C(C)NC(=O)c2cccc(C)c2)n[nH]c1=S (configuration not stated)	?	-2.5%	-2.6%	22.9	-9.8%	-1.9%	0.1%	-3.8%	7.6%	2.2%	-3.7%
COc1ccccc1NS(=O)(=O)c1cc(C(=O)N2CCCCCCC2)ccc1C	nt	2.7%	-8.1%	15.4	-0.6%	-25.9%	nt	nt	nt	0.5%	-6.1%
CC(C)NC(=O)/C(=C/c1cn(-c2ccccc2)nc1-c1cccc([N+](=O)[O-])c1)NC(=O)c1ccccc1	23.1%	-0.5%	-8.6%	-14.5	-3.4%	-13.2%	-3.3%	-5.7%	-15.0%	6.0%	-5.1%
COc1ccc(-n2nc(C(=O)NCC(=O)NCCCN3CCOCC3)c3ccccc3c2=O)c(OC)c1	-12.9%	-6.2%	-7.2%	-1.8	6.1%	-3.0%	3.2%	2.1%	-6.6%	0.5%	2.6%
C=CCOc1ccc(CNC(C)(C)CO)cc1OC	0.4%	-2.1%	0.3%	13.7	-1.0%	-20.0%	1.7%	1.3%	20.8%	-1.0%	-0.4%
CCOc1ccc(C(=O)c2cc3ccc(O)cc3oc2=O)cc1	-10.9%	-0.1%	11.4%	-4.5	0.1%	44.1%	-12.1%	6.6%	1.9%	-28.0%	-5.8%
Cc1cccc(NC(=O)Cc2cccs2)n1	4.1%	nt	nt	-11.0	nt	?	4.2%	-13.0%	5.5%	?	nt
CC(C#N)(NC(=O)CN1CCN(S(=O)(=O)c2ccccc2C#N)CC1)C1CC1 (configuration not stated)	nt	-2.9%	-0.4%	-5.5	-5.4%	0.3%	nt	nt	nt	7.0%	-2.3%
O=C1NCCCN1Cc1ccc(F)cc1	15.7%	0.6%	1.4%	6.7	-0.8%	9.5%	-5.9%	-5.7%	-4.5%	-0.5%	-5.7%
CCC(C)c1ccccc1N1CC(C(=O)Nc2cccc(S(=O)(=O)N3CCOCC3)c2)CC1=O (configuration not stated)	?	-1.5%	-6.2%	6.6	-1.3%	-24.8%	?	0.2%	nt	0.0%	13.6%
CC(C)CC(NS(=O)(=O)c1ccc2[nH]c(=O)c(=O)[nH]c2c1)C(=O)O (configuration not stated)	11.5%	-2.6%	-1.7%	11.3	1.5%	3.2%	-8.4%	-8.7%	-15.3%	0.5%	1.9%
O=C(Nc1nc2ccc(S(=O)(=O)N3CCCCC3)cc2s1)c1cccnc1	8.1%	3.8%	-0.9%	-8.7	-4.3%	-27.3%	9.1%	-3.6%	?	?	-1.3%
CS(=O)(=O)N(Cc1ccccc1)c1ccc(C(=O)N2CCc3ccccc3C2)cc1	?	-22.3%	0.8%	-4.1	-0.4%	-34.5%	-1.9%	-0.2%	-5.7%	1.8%	-3.5%
CC(=O)N1CCc2cc(S(=O)(=O)CCC(=O)Nc3cc(C)cc(C)c3)ccc21	-0.9%	-1.5%	-1.8%	-8.8	-2.4%	0.8%	-8.2%	2.4%[0.46 µM]	9.2%	5.5%	1.9%
C=CCn1c(SCC(=O)Nc2ccccc2F)nnc1C(C)NC(=O)c1ccccc1F (configuration not stated)	-4.7%	-0.7%	19.2%	1.0	29.1%	-8.1%	-4.1%	-0.4%	nt	4.6%	2.1%
CCOc1ncccc1C(=O)N1CCCSC1=Nc1ccccc1OC	-7.6%	-0.5%	-2.6%	0.6	-6.2%	6.0%	-13.7%	-5.8%	-9.3%	1.7%	-5.0%
O=C(CSc1nnc(CNc2ccc(F)cc2)n1-c1ccccc1)N1CCOCC1	17.0%	-2.1%	0.2%	-5.9	1.2%	6.7%	20.1%	0.7%	-10.5%	0.8%	0.6%
CCOC(=O)c1c(N)sc(C(=O)N(C)C)c1C	8.0%	1.7%	-3.4%	-15.2	-6.2%	-8.0%	-7.6%	2.1%	7.7%	2.7%	-0.2%
Cc1cc(SCc2ccc(C(F)(F)F)cc2)nc(=O)[nH]1	33.7%	-5.1%	-12.0%	10.5	-3.4%	21.9%	-5.1%	nt	nt	1.7%	1.6%
CCOC(=O)C1(CCOC)CCN(Cc2ccc(C3CCCCO3)s2)CC1 (configuration not stated)	19.1%	-2.5%	2.3%	0.5	-2.4%	0.0%	-0.5%	-2.8%	-19.7%	0.1%	-4.6%
CCOC(=O)c1c(NC(=O)COC(=O)Cn2c(C)nc3ccccc32)sc2c1CCCC2	-4.5%	0.2%	-3.7%	-3.1	0.4%	-12.1%	-4.5%	12.7%	14.6%	1.8%	3.2%
O=C(C1CCCN1S(=O)(=O)c1ccc(Cl)cc1)N1CCOCC1 (configuration not stated)	-26.7%	0.1%	9.3%	-0.2	9.9%	1.0%	-0.8%	13.8%	-10.2%	2.2%	3.5%
CCCn1c(N)c(CC)c(=O)[nH]c1=O	-31.8%	-3.7%	-2.6%	40.2[activator]	-9.2%	0.0%	7.1%	5.5%	-3.6%	-0.7%	6.9%
Cc1cccn2c(CN3CCSCC3)c(C(=O)N3CCOCC3)nc12	-8.7%	-4.4%	3.9%	8.0	-1.8%	31.3%	7.2%	2.8%	-4.3%	-0.8%	0.5%
COc1cccc(CN2CCSCC2)c1	-16.1%	-3.9%	0.8%	-2.6	-1.9%	7.4%	3.0%	1.6%	3.3%	4.6%	-0.2%
COc1ccc2nc(SCc3cccc(C)c3)nc(C)c2c1	?	?	?	2.9	3.98µM*	?	-16.3%	1.9%	2.3%	10.7µM*	?
COc1cc(C(=O)c2c(C)c(CCC#N)n3ccccc23)cc(OC)c1OC	-17.4%	-36.1%[inhibitor]	-7.5%	17.8	-22.2%	2.1%	-5.6%	1.0%	7.2%	-3.3%	10.2%
COC(=O)CCC(=O)Nc1ccc(S(=O)(=O)N2CCc3ccccc32)cc1	4.7%	2.0%	23.0%	21.9	2.6%	-17.0%	0.6%	-0.4%[11.5 µM]	?	3.9%	-2.9%
CCOc1ccc(N2CC(C(=O)Oc3ccccc3)CC2=O)cc1 (configuration not stated)	10.0%	1.1%	4.4%	4.8	8.4%	-3.9%	-5.8%	-4.6%	0.4%	-1.5%	2.0%
CCOC(=O)c1cnc(SC)nc1Oc1cccc(NS(=O)(=O)c2ccc(C)cc2)c1	0.9%	-2.2%	-18.4%	-17.8	0.2%	3.6%	-3.8%	-0.8%	9.4%	0.7%	0.0%
CCN(CC)S(=O)(=O)c1ccc(NC(=S)NC(=O)C2CCC2)cc1	nt	0.4%	nt	6.0	-6.5%	-15.3%	nt	-0.4%	21.6%	-3.1%	-3.0%
O=C(NCc1ccncc1)c1cccc(NS(=O)(=O)c2ccc(F)c(F)c2)c1	nt	-0.6%	-4.7%	-6.7	-4.6%	-30.1%	nt	nt	nt	11.6%	0.1%
CCn1nc(C)cc1C(=O)N1CCCC(N(C)CCc2ccc(OC)c(OC)c2)C1 (configuration not stated)	-2.5%	-0.2%	-7.1%	6.8	1.4%	-1.3%	-14.9%	-0.5%	nt	-0.8%	0.2%
CCOc1ccc(/C=C2\SC(=O)N(CCNC(=O)CN3C(=O)NC4(CCCC4)C3=O)C2=O)cc1OC	-0.7%	-2.0%	10.3%	-0.7	-5.4%	-7.1%	-17.0%	-5.3%	nt	1.4%	-4.8%
CC(/C=N/n1c(-c2cc(C)[nH]n2)n[nH]c1=S)=C\c1ccco1	20.0%	-4.4%	2.6%	-19.5	-8.6%	-16.7%	-5.0%	2.8%	nt	-5.9%	-2.2%
CCN(CC)C(=O)c1[nH]cnc1C(=O)N[C@@H](CC(C)C)C(=O)OCc1ccccc1	1.9%	1.0%	-5.0%	?	5.6%	-23.3%	-7.4%	-2.9%	?	4.5%	4.6%
Cc1ccc(C)c(OCC(=O)Nc2ccccc2C(=O)N2CCN(C)CC2)c1	-24.8%	-2.7%	1.4%	0.3	0.5%	-10.6%	-11.5%	-4.4%	nt	-0.7%	-4.4%
O=C(Cc1ccccc1)Nc1ccc(Cl)cn1	nt	-0.4%	nt	-0.9	18.6%	79.9%	nt	0.5%	1.4%	-10.6%	?
COC(=O)c1ccccc1NC(=O)C1CCCN(c2nnc(-n3cccc3)s2)C1 (configuration not stated)	-21.2%	-0.2%	-11.8%	?	-1.8%	-32.2%	0.6%	9.6%	-0.8%	-1.5%	-4.4%
O=C(c1cccs1)c1coc2ccc(O)c(CN(CCO)CCO)c12	15.5%	0.8%	23.1%	-10.0	-5.0%	1.5%	-2.4%	0.6%	3.3%	0.0%	-3.9%
